AmpC no deterg – AmpC beta-lactamase inhibition without detergent. Potency, µM (series often up to 57.1 µM), for the others: top-dose activity change, negative = inhibition, usual class: inhibitors. 330,000 tested, 0.52% active. AmpC nitrocefin hydrolysis, absorbance 480 nm, 0.0001% Triton. P00811;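 note: potency is the fitted concentration of half-maximal effect; plate controls were no compound for no effect and no enzyme for full effect; nearly all actives have a fitted effect of over 20% in size; some results filed as inactive show a strong effect at the top dose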
Target sequence (P00811 whole entry, looked up): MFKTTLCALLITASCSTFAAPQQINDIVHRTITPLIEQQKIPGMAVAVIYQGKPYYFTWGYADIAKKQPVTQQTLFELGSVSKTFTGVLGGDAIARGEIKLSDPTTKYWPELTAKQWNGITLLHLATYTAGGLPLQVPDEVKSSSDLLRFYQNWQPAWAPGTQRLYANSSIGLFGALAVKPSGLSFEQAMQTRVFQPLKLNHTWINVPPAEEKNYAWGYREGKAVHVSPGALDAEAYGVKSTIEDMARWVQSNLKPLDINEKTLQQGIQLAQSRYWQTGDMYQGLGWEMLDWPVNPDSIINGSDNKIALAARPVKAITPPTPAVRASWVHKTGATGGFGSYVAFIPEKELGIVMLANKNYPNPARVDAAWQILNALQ
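20 mM phosphate pH 7.0 + 0.01% (detergent screen) or 0.0001% Triton X-100; 5.3 nM AmpC reagent; cpd preinc 15 min RT; nitrocefin (800 uM stock) to start; A480 q20 s × 4 min; Activity was normalised to no-enzyme and no-compound control wells.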
Cycloheximide cs – affects cycloheximide protein synthesis inhibition readout, counter-screen. cell reporter, cycloheximide protein synthesis inhibition counterscreen. max response, %. 300,000 tested, 12% active; in the data active = max response mostly above about 13%, no sharp cut-off; inactive = mostly below about 14%; note: read at 38.3 µM for the half of the compounds with a filed dose; 0% is about no effect
HCMV inh – human cytomegalovirus inhibition | HFF cells, HCMV-luciferase reporter, 72 h; stronger effect = lower value | activity change, negative = inhibition, % at 57.5 µM | 410,000 tested, 4.5% active; in the data active = activity change below about -60%; inconclusive = no clear call, values can overlap the other calls; inactive = above about -39%; note: % is set by controls: 0 for no effect and ±100 for the full control effect
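Compounds were evaluated in HFFs infected with an HCMV luciferase reporter virus (MOI 1 PFU/cell). Luciferase in lysates collected 72 h post infection served as the replication measure.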
Giardia FBPA inh – Giardia lamblia aldolase inhibition | 290,000 tested, 0.71% active | Potency, µM (top dose mostly 59.6 µM), inactives show at the highest dose activity, negative = inhibition, hits mostly inhibitors | purified Giardia FBPA | AID 2451 | A8B2U2; note: potency is the fitted concentration of half-maximal effect; % is set by controls: 0 for no effect and ±100 for the full control effect; nearly all actives have a fitted effect of over 55% in size
Target sequence (A8B2U2 whole entry, looked up): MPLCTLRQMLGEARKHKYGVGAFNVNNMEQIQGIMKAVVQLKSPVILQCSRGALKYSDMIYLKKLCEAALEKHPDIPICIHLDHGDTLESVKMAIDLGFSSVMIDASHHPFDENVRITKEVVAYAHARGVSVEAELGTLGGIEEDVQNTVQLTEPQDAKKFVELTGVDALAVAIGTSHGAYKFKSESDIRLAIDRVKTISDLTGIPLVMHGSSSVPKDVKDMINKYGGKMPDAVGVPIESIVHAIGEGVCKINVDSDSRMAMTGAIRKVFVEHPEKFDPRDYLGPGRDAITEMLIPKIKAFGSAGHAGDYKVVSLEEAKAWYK
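Giardia FBPA (40 nM reagent) was preincubated 10 min at RT with compound (up to 57.5 uM final), then substrate plus GAPDH/TPI/NAD/arsenate coupling system with diaphorase/resazurin was added; resorufin fluorescence (525/598 nm) was read after 20 min.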
AmpC inh detg – AmpC beta-lactamase inhibition with detergent present | AID 485294 | P00811 | 370,000 tested, 0.041% active | Potency, µM (titrated, usually from 114 µM), for inactives: at the top dose activity change, negative = inhibition, actives largely listed as inhibitors | AmpC hydrolysis of nitrocefin, absorbance 480 nm, 0.01% Triton;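 note: potency is the fitted concentration of half-maximal effect; 0% = no-compound wells and -100% = no-enzyme wells; nearly all actives have a fitted effect of over 25% in size; some results filed as inactive show a strong effect at the top dose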
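20 mM phosphate pH 7.0 + 0.01% (detergent screen) or 0.0001% Triton X-100; 5.3 nM AmpC reagent; cpd preinc 15 min RT; nitrocefin (800 uM stock) to start; A480 q20 s × 4 min; Activity was normalised to no-enzyme and no-compound control wells.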
AMA1 RON2 block – disrupts binding of P. falciparum AMA1 to RON2. AlphaScreen AMA1-biotinylated RON2 peptide binding. Potency, µM (highest dose often 58.2 µM), for inactives: at the top dose activity change, negative = inhibition, actives largely listed as inhibitors. 360,000 tested, 0.2% active. AID 720542;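 note: potency is the fitted concentration of half-maximal effect; 0% = vehicle wells and -100% = peptide control; nearly all actives have a fitted effect of over 45% in size; some results filed as inactive show a strong effect at the top dose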
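AMA1 (3D7) with his tag at 25 nM final met compounds first, then biotinylated RON2 peptide at 25 nM; detection used donor plus acceptor beads, 10 µg/mL apiece, read by AlphaScreen after 30 min at room temperature.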
Shiga toxin inh – inhibitors of Shiga toxin in Vero cells; inhibition, % at 38.7 µM; Vero cells, Shiga toxin protein synthesis inhibition reporter; AID 2315; 290,000 tested, 9.2% active; in the data active = inhibition mostly above about 28%, no sharp cut-off; inactive = mostly below about 43%; note: 0% is about no effect
An asterisk follows results filed as active; ? = inconclusive; · = no result given; [ ] = another dose, or the depositor's remark. Unless noted, calls come from the whole dose curve; as a rule, active = well fitted curve in the direction sought with a large enough effect; inconclusive = small, poorly fitted or top-dose-only effect, or another doubt; inactive = no such curve, though single readings can be large; an effect the other way counts as inactive or inconclusive.

1	Cc1ccc(S(=O)(=O)Nc2nc3ccccc3nc2NCC2CCCO2)cc1 (stereo not drawn)
2	O=C(CCCCC(=O)NCc1cccs1)NCc1cccs1
3	CCN(CC)S(=O)(=O)c1cccc(C(=O)N[C@H](C(=O)NC2=NCCS2)C(C)C)c1
4	N#C/C(=C\c1ccc(-c2ccccc2Cl)o1)C(=O)Nc1nc2ccccc2s1
5	COc1cc(NC(=O)c2ccc(Cl)cc2Cl)ccc1-c1cc2ccccc2oc1=O
6	CNS(=O)(=O)c1ccc(NC(=O)c2cc(-c3ccncc3)nc3ccc(Cl)cc23)cc1
7	Cc1ccc(S(=O)(=O)Nn2cnnc2)cc1
8	O=C(NCc1ccc2c(c1)OCO2)C(=O)NC1CCCCC1

Screen / compound no.	1	2	3	4	5	6	7	8
AmpC no deterg	24%	-23%	-20%	-30%	-40%	-2%	-2%	-3%
Cycloheximide cs	-3	-1	·	19	-1	9	-2	1
HCMV inh	0	5	-10	51	-91*	?	-30	-17
Giardia FBPA inh	5%	6%	·	6%	5%	5%	-1%	2%
AmpC inh detg	8%	1%	·	-10%	-9%	-3%	4%	-2%
AMA1 RON2 block	8%	-4%	14%	-14%	-22%	-15%	-1%	0%
Shiga toxin inh	3	-1	·	-3	-4	26	-2	-4

9	COc1ccc(/C(C)=N/NC(=O)CNC(=O)c2ccncc2)cc1
10	CC1CCN(c2nc(-c3cccnc3)nc3scc(-c4ccccc4)c23)CC1
11	COc1ccc(CNC(=O)C(CCSC)NC(=O)c2ccco2)cc1 (stereo not drawn)
12	Cc1nn2c(NCCOCCO)c3c(nc2c1-c1ccccc1)CCC3
13	O=C(c1ccc2c(=O)n(-c3ccccc3)c(=S)[nH]c2c1)N1CCCCC1
14	O=C(NCc1ccco1)C1CC(c2ccccc2C(F)(F)F)=NO1 (stereo not drawn)
15	Cc1noc(C)c1CCC(=O)N1CCCC(N2CCN(c3ccc(F)cc3)CC2)C1 (stereo not drawn)
16	COc1cccc(OCC(O)CNC(C)c2ccccc2)c1 (stereo not drawn)

Screen / compound no.	9	10	11	12	13	14	15	16
AmpC no deterg	-27%	-21%	1%	104%[activator]	87%[activator]	-1%	48%	-16%
Cycloheximide cs	-3	-3	-1	1	1	-1	-2	-9
HCMV inh	-3	35	11	-33	-92*	6	2	16
Giardia FBPA inh	10%	7%	-3%	-10%	-22%	4%	·	·
AmpC inh detg	-2%	-3%	11%	6%	-7%	4%	3%	0%
AMA1 RON2 block	17%	2%	-13%	0%	56%[activator]	-1%	20%	1%
Shiga toxin inh	-21	12	-22	39	24	-4	-26	-6

17	COc1ccccc1N1C(=O)c2cccc3c(N(C)CCO)ccc(c23)C1=O
18	COCCn1c(SCC(=O)Nc2ccc3c(c2)OCCO3)nnc1-c1c[nH]c2ccccc12
19	Cc1cc(C(=O)Nc2ccccc2)c2ccccc2n1
20	O=C(CCCCn1c(=S)[nH]c2ccsc2c1=O)NCc1ccco1
21	C=CCNc1nc(C(=O)OCC)nc2ccccc12
22	COc1cc(C(=O)NC(=S)NNC(=O)c2cnccn2)cc(OC)c1OC
23	COc1cccc(-c2nc(SCC(=O)Nc3nc(-c4ccccc4)c(C)s3)[nH]c(=O)c2C#N)c1
24	S=C(Nc1ccccc1)N1N=CCC1c1ccccc1 (stereo not drawn)

Screen / compound no.	17	18	19	20	21	22	23	24
AmpC no deterg	2%	2%	-1%	-23%	-26%	-15%	-21%	-27%
Cycloheximide cs	9	7	-3	-3	10	-4	-3	26*
HCMV inh	22	7	38	8	-14	17	?	-5
Giardia FBPA inh	-16%	0%	-1%	?	-1%	?	11%	-11%
AmpC inh detg	-8%	2%	0%	-8%	7%	0%	4%	3%
AMA1 RON2 block	6%	-7%	1%	44%[activator]	4%	-48%	-22%	60%[activator]
Shiga toxin inh	15	43	-14	-11	14	2	7	78*

25	COc1cc(C2NCC(c3ccc(Cl)cc3Cl)c3c2[nH]c2ccccc32)cc(OC)c1OC (stereo not drawn)
26	COc1cccc(C2Nc3ccccc3NC3=C2C(=O)CC(C)(C)C3)c1 (stereo not drawn)
27	Cc1nc2cccnc2nc1C
28	COc1cc(OC)c(NC(=O)C2CC(=O)N(c3ccc4c(c3)OCCO4)C2)cc1Cl (stereo not drawn)
29	O=[N+]([O-])c1ccc(Cl)c([N+](=O)[O-])c1
30	O=C(O)c1cc2nc3c(c(C(F)(F)F)n2n1)CCCC3
31	Cc1occc1C(=O)NNC(=O)Nc1ccc([N+](=O)[O-])cc1
32	Cc1cc(NC(=O)CSc2ccnc(=O)[nH]2)no1

Screen / compound no.	25	26	27	28	29	30	31	32
AmpC no deterg	129%[activator]	-2%	-14%	54%	-14%	-7%	-26%	-10%
Cycloheximide cs	-1	-2	-4	·	·	-3	6	·
HCMV inh	?	11	?	-29	-74*	-20	21	-31
Giardia FBPA inh	-14%	2%	0%	·	·	0%	-12%	·
AmpC inh detg	-2%	2%	-17%	?	?	7%	-2%	0%
AMA1 RON2 block	?	-1%	-4%	5%	?	16%	48%[activator]	0%
Shiga toxin inh	-6	14	-3	·	·	-4	35	·

33	CCC1(C)NC(=O)N(CC(=O)Nc2sc3c(c2C(N)=O)CCC3)C1=O (stereo not drawn)
34	CCC(C)NC(=O)c1ccccc1NC(=O)CN(c1ccc(OC)cc1)S(C)(=O)=O (stereo not drawn)
35	CCCOc1cccc(C(=O)N2CCN(C(=O)C3CCCO3)CC2)c1 (stereo not drawn)
36	COc1ccc(NS(=O)(=O)c2ccc(O)c(NC(=O)c3cc4c(C)nn(-c5ccc(F)cc5)c4s3)c2)cc1
37	COc1ccc(-c2nn(Cc3ccccc3)cc2C(=O)N2CCN(c3ncccn3)CC2)cc1
38	O=C(NC(=S)N1CCCC(O)C1)c1ccco1 (stereo not drawn)
39	O=C(/C=C/Nc1cccc(O)c1)c1ccccc1
40	CN(C)C(=O)COC(=O)c1ccccc1Sc1ccccc1C#N

Screen / compound no.	33	34	35	36	37	38	39	40
AmpC no deterg	0%	26%	3%	-57%	133%[activator]	-13%	-47%	-4%[11.4 µM]
Cycloheximide cs	0	-2	5	-5	·	·	15	2
HCMV inh	8	3	60	·	?	14	90	23
Giardia FBPA inh	-17%	8%	·	-5%	·	·	-2%	-7%
AmpC inh detg	?	-8%	-1%	?	-16%	·	-13%	?
AMA1 RON2 block	-18%	1%	-1%	0%	-8%	-2%	-7%	-2%
Shiga toxin inh	27	-18	-8	-15	·	·	16	-5

41	O=C(c1cccs1)N1CCC(Cc2ccccc2)CC1
42	Cc1cc(C)n(CCNC(=O)c2cc(COc3c(F)cccc3F)on2)n1
43	CCCC(=O)NNc1c2ccccc2nc2ccccc12
44	Fc1cccc(NC(=S)NCCCN2CCOCC2)c1
45	COc1ccc(OC)c(N(CC(=O)N2CCc3ccccc3C2)S(C)(=O)=O)c1
46	C=CCn1c(N)cc(=O)nc1SCC(=O)Nc1ccc2ccccc2c1
47	COc1ccc(-n2c(Cc3cccn3C)nnc2SCC(N)=O)cc1
48	COc1ccc(-c2c3c(=O)n(C)c(=O)n(C)c3cn2-c2ccc(O)cc2)cc1

Screen / compound no.	41	42	43	44	45	46	47	48
AmpC no deterg	-13%	-13%	-26%	-21%	-4%	-23%	41%	-35%
Cycloheximide cs	-4	-2	-1	2	-2	1	9	-1
HCMV inh	9	-14	-9	-30	52	0	28	19
Giardia FBPA inh	5%	4%	4%	·	-1%	1%	2%	4%
AmpC inh detg	0%	-4%	0%	2%	3%	?	?	-9%
AMA1 RON2 block	7%	15%	10%	2%	-5%	-4%	7%	-1%
Shiga toxin inh	15	-9	2	-23	13	-6	33	-19

49	COc1ccc(C(CNC(=O)COc2ccccc2C)N2CCCCC2)cc1 (stereo not drawn)
50	CCOC(=O)Oc1ccc(/C=C2\N=C(C)OC2=O)cc1
51	O=C(Nc1ccccc1)c1ccc(=O)n(Cc2cccc(Cl)c2)c1
52	O=C(Cc1ccc(Cl)cc1)NNC(=S)NC(=O)c1cccs1
53	O=C1NC(Cc2c[nH]c3ccccc23)C(=O)N1CCOc1ccc(F)cc1 (stereo not drawn)
54	CCSc1ncnc2c1sc1nc(-c3ccco3)c3c(c12)CC(C)(C)OC3
55	CCCn1c(N)c(C(=O)CN(C)CC(=O)Nc2c(Cl)cccc2Cl)c(=O)[nH]c1=O
56	CS(=O)(=O)c1ccc2nc(NC(=O)CN3CCN(Cc4ccccc4)CC3)sc2c1

Screen / compound no.	49	50	51	52	53	54	55	56
AmpC no deterg	-25%	-12%	-9%	-34%	-8%	-8%	-20%	?
Cycloheximide cs	·	-1	-2	9	1	-2	·	-3
HCMV inh	1	37	-35	-19	9	·	-31	-32
Giardia FBPA inh	·	4%	0%	?	-1%	8%	·	0%
AmpC inh detg	-6%	0%	3%	-2%	-8%	-1%	0%	2%
AMA1 RON2 block	0%	17%	-6%	66%[activator]	-3%	·	82%[activator]	58%[activator]
Shiga toxin inh	·	-1	-8	34*	-10	-7	·	7

57	Cc1ccc(S(=O)(=O)NC(=O)N2CCCC(C)(C)C2)cc1
58	NC(=O)c1ccccc1OCc1nc2ccccc2s1
59	CC(C)c1ccc(-c2nnc(N)s2)cc1
60	O=C(Nc1nc2ccccc2n1CCOc1ccccc1)c1ccco1
61	CC1CCN(C2CCN(S(=O)(=O)c3ccc(C(F)(F)F)cc3)CC2)CC1
62	Nc1cc(Cl)ccc1C(=O)OCC(=O)NC(=O)NCc1ccccc1
63	Cc1nn(-c2ccc(Cl)cc2)c2[nH]c(=O)c(CNCc3ccc4c(c3)OCO4)cc12

Screen / compound no.	57	58	59	60	61	62	63
AmpC no deterg	-12%	-15%	-33%	-13%	12%	-43%	-21%
Cycloheximide cs	0	34*	66*	48*	-5	7	10
HCMV inh	50	117	-11	2	-23	18	60
Giardia FBPA inh	5%	·	6%	?	19%	0%	21%
AmpC inh detg	-11%	5%	-1%	-13%	0%	-12%	11%
AMA1 RON2 block	-3%	-2%	0%	31%[activator]	-2%	3%	71%[activator]
Shiga toxin inh	-9	97*	54*	80	-11	18	10

Shown with two lines to a compound: part of the list above.
Values run as follows: AmpC no deterg, Cycloheximide cs, HCMV inh, Giardia FBPA inh, AmpC inh detg, AMA1 RON2 block, Shiga toxin inh
58: NC(=O)c1ccccc1OCc1nc2ccccc2s1
    -15%, 34*, 117, ·, 5%, -2%, 97*
59: CC(C)c1ccc(-c2nnc(N)s2)cc1
    -33%, 66*, -11, 6%, -1%, 0%, 54*
60: O=C(Nc1nc2ccccc2n1CCOc1ccccc1)c1ccco1
    -13%, 48*, 2, ?, -13%, 31%[activator], 80
61: CC1CCN(C2CCN(S(=O)(=O)c3ccc(C(F)(F)F)cc3)CC2)CC1
    12%, -5, -23, 19%, 0%, -2%, -11
62: Nc1cc(Cl)ccc1C(=O)OCC(=O)NC(=O)NCc1ccccc1
    -43%, 7, 18, 0%, -12%, 3%, 18
